From PubChem
Shn3 3UTR inh: reduction of Shn3 3'UTR firefly luciferase signal, primary screen, Schnurri-3 inhibitor project, cell-based, Clone20 osteoblasts, set 2. 360,000 tested, 0.52% active. AID 588674, 2011. inhibition, % at 12.5 µM. Clone20 osteoblast Shn3 3'UTR firefly luciferase, 24 h;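 active = mean inhibition of at least 75% with every replicate also reaching 75%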;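 also: 0% = median of neutral control wells and 100% = pilot-screen positive control compound; some compounds past the cut are filed as inactive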
HIF-2a block: HIF-2a reporter inhibitors, primary screen, luminescence, 786-0 RCC cells | 786-0 RCC cells HIF-2a reporter, luciferase luminescence, overnight | inhibition, % at 18.8 µM | 360,000 tested, 0.72% active | AID 624352, 2012;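 active = inhibition of the luminescence signal of 40% or more relative to plate controls, in a single-dose primary screen at 18.75 µM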
TRPM1 prom inh: inhibitors of MITF-dependent TRPM1 promoter reporter, primary screen, cell-based, SK-MEL-5, single point, luciferase. SK-MEL-5 TRPM1 promoter luciferase, 24 h. inhibition, % at 12.5 µM. 330,000 tested, 0.83% active. AID 488899, 2010;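 active = mean inhibition across replicates of 60% or more, whatever share of single replicates reaches that level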; also: values of inactives mirror those of a sister screen read the other way
Vif imaging: HIV Vif self-association inhibitors, primary screen, imaging, HEK293T, single point; HEK293T cells, Vif self-association by quenched fluorescence, 24 h; inhibition, % at 7.49 µM; 340,000 tested, 0.35% active; in the data active = inhibition above about 50%, passing the limit was not always enough; also: some results filed as inactive read as strong as hits
CaV13 FRET inh: Primary screen for inhibitors of IQ motif and Ca2+-dependent inactivation inhibitor domain binding in CACNA1D, Förster resonance energy transfer in living cells, …. HEK cells, CFP/YFP FRET ICDI-IQ, plate reader, 10 min; percent FRET-ratio fall versus neutral wells. 340,000 tested, 0.098% active. inhibition, % at 12.3 µM;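 active = mean replicate inhibition of at least 30% and at least 1% of replicates passing that level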;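 also: 0% = median of the neutral control wells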
NR2E3 ag-1: inhibitors of NR2E3-RetCOR corepressor binding, primary screen, NR2E3 agonist project, biochemical, TR-FRET, GST-NR2E3, biotin-RetCOR; Photoreceptor-specific nuclear receptor (Homo sapiens), Q9Y5X4; 1536-well; inhibition of corepressor binding, % at 4.78 µM; 320,000 tested, 0.12% active; AID 2300, 2010;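 active = percent inhibition above the cutoff of mean plus 3 SD of all tested compounds, set per screening campaign, cut at about 20% in these data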;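 also: 0% = DMSO wells and 100% = biotin wells as full block of FRET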
Target sequence (Q9Y5X4 whole entry, looked up): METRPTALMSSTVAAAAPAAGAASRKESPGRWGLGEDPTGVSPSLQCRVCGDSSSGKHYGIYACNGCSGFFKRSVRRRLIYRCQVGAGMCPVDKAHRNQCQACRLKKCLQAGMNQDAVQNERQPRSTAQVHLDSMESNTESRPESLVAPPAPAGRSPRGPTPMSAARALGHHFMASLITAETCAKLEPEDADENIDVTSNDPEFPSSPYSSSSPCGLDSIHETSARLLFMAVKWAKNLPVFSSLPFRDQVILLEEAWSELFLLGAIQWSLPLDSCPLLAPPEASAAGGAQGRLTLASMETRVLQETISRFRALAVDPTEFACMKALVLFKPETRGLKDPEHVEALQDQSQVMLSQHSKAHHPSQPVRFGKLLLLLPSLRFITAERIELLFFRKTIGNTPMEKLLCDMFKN
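Material: NR2E3–RetCOR corepressor complex / Amount: 1.35 nM GST-NR2E3 / Medium: Tris pH 7.5 / Compound: single nominal compound dose of 4.8 µM / Incubation: 5 h at 4 °C / Technique: TR-FRET, Eu(K)-anti-GST donor, streptavidin-D2 acceptor, ex 340, em 617/671 nm / Read-out basis: percent loss of FRET ratio relative to control wells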
Peg3 prom inh: Peg3 promoter-driven luciferase inhibitors, primary screen, cell-based, HeLa, luciferase luminescence | HeLa PEG-Prom luciferase reporter, overnight | inhibition, % at 20 µM | 360,000 tested, 1.7% active | AID 588405, 2011;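 active = inhibition of at least 50% at 20 µM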
CF NFkB block: inhibitors of PAF-induced NF-kB signaling, primary screen, cell-based, GFP fluorescence, uHTS; inhibition, % at 5 µM; KKLEB NF-kB-GFP reporter, GFP fluorescence overnight; AID 588850, 2011; 360,000 tested, 0.86% active;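 active = at least 50% inhibition at 5 µM, scaled per plate between neutral and stimulator controls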;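 also: PAF is a Pseudomonas aeruginosa culture filtrate used as stimulus; plate controls were PAF-stimulated DMSO wells for no effect and unstimulated DMSO wells for full effect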
PDI inh: inhibitors of human PDI, primary screen, biochemical, turbidity, single point, plate reader; AID 588391, 2011; Protein disulfide-isomerase (Homo sapiens), P07237; PDI insulin aggregation turbidity, A650, 90 min; inhibition, % at 10 µM; 350,000 tested, 0.052% active;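 active = mean inhibition across replicates of 30% or more, whatever share of single replicates reach that level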;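 also: absorbance from insulin aggregation driven by PDI reduction with DTT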
Target sequence (P07237 whole entry, looked up): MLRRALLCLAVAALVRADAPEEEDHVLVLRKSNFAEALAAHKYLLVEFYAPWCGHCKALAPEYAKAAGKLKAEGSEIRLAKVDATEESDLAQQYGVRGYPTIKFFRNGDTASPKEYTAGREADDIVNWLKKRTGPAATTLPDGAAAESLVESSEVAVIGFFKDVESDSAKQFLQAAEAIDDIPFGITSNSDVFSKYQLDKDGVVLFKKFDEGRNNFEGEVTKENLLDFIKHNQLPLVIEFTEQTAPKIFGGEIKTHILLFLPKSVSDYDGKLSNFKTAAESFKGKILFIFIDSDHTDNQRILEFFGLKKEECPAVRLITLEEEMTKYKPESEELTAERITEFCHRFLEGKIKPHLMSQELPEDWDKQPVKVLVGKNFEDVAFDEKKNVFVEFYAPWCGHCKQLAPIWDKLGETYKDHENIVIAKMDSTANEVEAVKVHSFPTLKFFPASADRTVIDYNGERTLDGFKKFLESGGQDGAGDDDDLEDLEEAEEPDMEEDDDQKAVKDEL
KKLEB cytotox: cytotoxicity in KKLEB CF airway cells, primary screen, cytotoxicity control for CF NF-kB inhibitor project, cell-based, uHTS, fluorescence assay plates; KKLEB CF airway cells viability, ATPlite luminescence, overnight; hits give low values; cells stimulated with P. aeruginosa culture filtrate; activity change (cytotoxicity), % at 5 µM; 360,000 tested, 0.36% active;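 active = corrected activity change at or below -50% at 5 µM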
NR2E3 ag-2: NR2E3 agonists in two-hybrid cells, primary screen, cell-based, luminescence, CHO-S, Gal4-NCOR/VP16-NR2E3. AID 602229, 2012. luciferase. Photoreceptor-specific nuclear receptor (Homo sapiens), Q9Y5X4. 360,000 tested, 0.35% active. inhibition of corepressor binding, % at 3.98 µM;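 active = inhibition above the mean of all tested compounds plus 3 SD, cut at about 70% in these data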;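 also: 0% = DMSO with NR2E3 transfected cells and 100% = cells lacking NR2E3 construct; higher means lower luciferase signal from less NR2E3 corepressor binding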
Active calls of the source: *; · = no result given. This is a random part of the collection (roughly 3.3% active in at least one column).

SMILES	Shn3 3UTR inh	HIF-2a block	TRPM1 prom inh	Vif imaging	CaV13 FRET inh	NR2E3 ag-1	Peg3 prom inh	CF NFkB block	PDI inh	KKLEB cytotox	NR2E3 ag-2
COc1ccc(OCCCC(=O)OC(C)C(=O)Nc2ccccc2[N+](=O)[O-])cc1 (configuration not stated)	1	8	1	10	-6	12	-18	12	-2	4	-4
O=C1c2ccccc2C(=O)N1CCSc1nncs1	3	-15	-6	31	·	1	-8	6	-4	-1	-2
O=C(CSc1nnc(C2CC2)n1-c1ccccc1)NCCc1ccccc1	10	11	9	12	-3	1	-10	1	6	2	2
CC(=O)c1ccc(OCCCN2CCCCC2)cc1	-5	10	2	5	-6	0	7	7	11	0	-20
N#CC(=C1CCCC1)c1nc(-c2ccc(Cl)cc2)cs1	-83	-282	-91	3	-5	-2	-404	-27	-2	9	-83
CC(=O)NC12CC3CC(C1)CC(C(=O)N(C)CC(=O)Nc1ccc(F)c(F)c1F)(C3)C2	-45	17	-7	-5	-6	2	-3	7	6	-5	5
COc1ccc2c(c1)[nH]c1c(=O)n(CCc3cnc[nH]3)cnc12	-22	-43	3	-5	-5	1	-17	0	-6	0	-27
COc1ccc(CCNC(=O)C2CCN(S(C)(=O)=O)CC2)cc1OC	-15	-4	8	·	-10	1	17	11	0	-6	5
COc1ccc(NS(=O)(=O)c2cc(NC(=O)c3ccc(=O)[nH]c3)ccc2N2CCOCC2)cc1	-10	19	11	2	-5	-1	-123	-2	-3	-3	-29
O=[N+]([O-])c1cc(Cl)c2cccnc2c1O	-10	9	8	-2	-5	0	34	3	-1	11	102*
CC1CCN(C(=S)NC2CC3CCC2C3)CC1 (configuration not stated)	15	-3	-2	3	-6	1	3	-2	5	-6	-7
CCOC(=O)C1CCC(CN(Cc2ccccc2)S(=O)(=O)c2ccc([N+](=O)[O-])cc2)CC1 (configuration not stated)	13	-16	1	-12	-3	-2	10	-15	-1	10	-1
COc1ncnc(-c2ccccc2)c1-c1ccccc1	12	19	2	-8	-5	0	23	16	-1	-9	-6
CCOc1cc(C(=S)N2CCOCC2)ccc1OS(=O)(=O)c1ccc(OC)cc1	4	20	10	-1	-20	5	17	-14	7	-10	0
CC(=O)N(CCP(=O)(c1ccccc1)c1ccccc1)Cc1ccco1	-20	-12	0	16	·	0	-22	-5	5	1	-16
CC(C)c1nnc(SCC(=O)NC2CCCC2)n1C	-1	3	1	-4	-3	0	13	22	-5	-7	-21
CC(NC(=O)[C@@H](C)NC(=O)[C@@H]1Cc2ccccc2CN1C(=O)OC(C)(C)C)c1ccccc1 (some centres not stated)	-13	10	-7	7	-7	3	-5	1	2	2	-35
COc1ccccc1CC(=O)N1CCN(c2cccc(Cl)c2)CC1	11	8	4	-9	-2	2	15	6	-7	0	4
COc1ccc(C(=O)NCCNC(=O)c2cc(OCC(F)(F)F)ccc2OCC(F)(F)F)cc1	1	7	-2	5	·	2	24	-2	-15	-4	-14
O=C(O)C(NS(=O)(=O)c1ccc(F)cc1)c1ccccc1 (configuration not stated)	4	8	-4	-3	-7	-2	0	-4	6	6	1
COc1ccc(-c2nc3ccc(Cl)cn3c2Cc2cccc(Cl)c2)cc1OC	-1	-32	·	·	-4	·	-15	3	·	-14	-34
CC(=O)Nc1cc(C(=O)N2CCOCC2)ccc1S(=O)(=O)c1ccc(C)cc1	13	1	-7	2	-5	2	15	-5	1	-1	-11
CSC1=NC(C)N2C(SC)=NC(C)N12 (configuration not stated)	1	16	2	-7	0	3	10	-2	-2	4	7
O=C(NCc1ccco1)c1cc(C(=O)C2CC2)c[nH]1	-8	-2	4	-2	-6	-6	-2	10	7	-11	-16
COc1ccc(NC(=O)Cn2cc(C(C)=O)c3ccccc32)cc1	62	26	21	-3	3	-1	10	-15	-3	-8	49
(more compounds)
SMILES	Shn3 3UTR inh	HIF-2a block	TRPM1 prom inh	Vif imaging	CaV13 FRET inh	NR2E3 ag-1	Peg3 prom inh	CF NFkB block	PDI inh	KKLEB cytotox	NR2E3 ag-2
COc1cc(C)c(/C=C/C(C)=C/C=C/C(C)=C/C(=O)O)c(C)c1C	5	22	-29	8	-4	4	23	46	-12	-4	-17
CC(=O)N1CCc2cc(S(=O)(=O)C(C)CC(=O)NCc3ccc(C)o3)ccc21 (configuration not stated)	-16	10	2	4	-16	3	9	4	2	16	17
O=C(Cc1ccsc1)NCc1ccccc1F	17	-48	-4	5	·	1	-45	-16	-5	4	-34
C[C@@]12C(=O)N(Cc3ccc(F)cc3)CC(=O)N1[C@H]1c3cc(Cl)ccc3OC[C@@H]1[C@@H]2c1ccccc1	4	12	-1	1	-6	·	30	43	-1	-8	-43
CCc1nnc(NC(=O)CSc2nnc(-c3ccccc3OC)n2-c2ccccc2)s1	9	14	13	-2	-3	2	9	-5	-2	-21	8
Cc1cccc(OCC(=O)NN2C(=O)C3C4C=CC(O4)C3C2=O)c1 (configuration not stated)	22	17	4	-5	5	5	-2	-5	3	-7	-3
COc1ccc(-c2sc(Nc3ccccc3)n[n+]2-c2ccc(F)cc2)cc1Br	24	-57	-23	-1	5	3	-49	-23	-3	16	-7
NCCCNc1nc(N)c([N+](=O)[O-])c(NC2CCCCC2)n1	75	48*	74*	0	-4	0	67*	42	2	-11	34
CCN(CC)S(=O)(=O)c1cccc(C(=O)NCc2ccccc2)c1	-1	23	8	1	-2	0	5	4	-3	-3	-12
CC(C)OC(=O)CC(=O)CSc1nc2c(cc1C#N)CCCC2	-8	-96	-12	0	-4	0	25	1	-5	0	-52
O=C(CSCCO)Nc1cccc2ccccc12	3	1	21	-14	-9	-1	8	-2	6	-3	-13
O=C(O)COc1ccccc1C1C2C(=O)N(c3ccc(F)cc3)C(=O)C2ON1c1ccccc1 (configuration not stated)	-20	7	6	9	0	1	-7	-11	4	5	-34
CCS(=O)(=O)N1CCC(C(=O)Nc2cc(C)ccc2O)CC1	-5	1	1	-5	10	-2	5	-3	1	2	-32
N#Cc1ccc(C(=O)Nc2cccc(NC(=O)c3ccco3)c2)c(F)c1	7	3	8	2	-7	1	1	9	22	-13	2
COc1ccc2c(c1OC)C(=O)N1N=C(c3ccccc3)CC21 (configuration not stated)	-16	-51	-19	5	·	-3	-51	11	-6	3	-42
CNC(=S)N(Cc1ccc(OC)cc1)C1CC(=O)N(c2ccc(Cl)cc2)C1=O (configuration not stated)	-9	22	-6	·	·	2	17	2	-10	1	-22
CCc1nc(NCC2CCCN2CC)c2nnn(Cc3ccccc3F)c2n1 (configuration not stated)	-5	10	-2	1	·	1	5	-8	4	-3	26
Oc1ccccc1Oc1ncc(Br)c(N2CCOCC2)n1	3	22	6	-3	·	0	19	10	14	-7	-12
Cc1ccc(CNC(=O)c2ccc(Cn3cc(-c4ccc(C)cc4)nc3-c3ccncc3)cc2)cc1	-121	-318	·	-4	-7	1	-328	-20	2	4	-105
COc1cc(S(=O)(=O)NC2CCCCC2)c(C)cc1C	13	21	-2	13	-5	2	4	4	6	7	-15
CC(=O)c1sc(-c2cccc(Cl)c2)nc1C	-29	-115	-25	8	3	1	-93	0	8	-18	-41
COc1ccc(NC2=C(Cl)C(=O)N(CCc3ccccc3)C2=O)cc1	-118	-17	-27	-4	1	4	-16	-11	-4	6	-36
CCCC(=O)Nc1ccc2oc(-c3ccc(OC)c(Br)c3)nc2c1	-13	-217	-79	-3	·	4	-99	-20	3	9	-55
CCCCNC(=O)c1onc(CS(=O)(=O)c2ccccn2)c1C(=O)NCCCC	15	26	13	5	-4	-2	6	-15	-1	5	-16
Cc1ccc2nc3c(cc(C(=O)NCCN4CCOCC4)c(=N)n3CCCN3CCOCC3)c(=O)n2c1	-3	11	-14	14	·	1	22	-2	16	0	-3

As entered above.
`Cc1cccc(OCC(=O)NN2C(=O)C3C4C=CC(O4)C3C2=O)c1` (configuration not stated) in Peg3 prom inh = -2
`CCCC(=O)Nc1ccc2oc(-c3ccc(OC)c(Br)c3)nc2c1` in HIF-2a block = -217

Carrying on.
SMILES	Shn3 3UTR inh	HIF-2a block	TRPM1 prom inh	Vif imaging	CaV13 FRET inh	NR2E3 ag-1	Peg3 prom inh	CF NFkB block	PDI inh	KKLEB cytotox	NR2E3 ag-2
CCSc1ncc(/C=N/Nc2ccc(F)cc2)n1C	-10	-24	-7	25	·	-2	-23	-2	0	7	-16
COc1ccc(Cl)cc1NC(=O)c1[nH]c(C)c(C(C)=O)c1C	-1	25	8	0	-3	-13	15	-27	7	6	2
CN(C)S(=O)(=O)c1cccc(C(=O)OCC(=O)N2c3ccccc3NC(=O)C2(C)C)c1	-2	12	5	15	-5	2	5	11	-1	-5	-12
N#CCOC(=O)C1CCN(S(=O)(=O)c2ccc3c(c2)OCCO3)CC1	3	18	0	2	-6	2	2	13	6	12	-15
c1ccc2c(c1)OCC(CNc1ncnc3sccc13)O2 (configuration not stated)	67	-63	7	0	-2	2	-32	23	3	0	84*
CC(C)(C)OC(=O)CNC(=O)c1nc[nH]c1C(=O)N1CCc2ccccc2C1	-42	8	-2	-1	-5	0	-1	10	4	-4	-11
O=C(Nc1ccc(F)cc1)c1oc2ccccc2c1NC(=O)C1CCCC1	1	-57	5	-12	-7	-2	1	-27	6	23	-13
N#Cc1c(NC(=O)c2ccc([N+](=O)[O-])o2)sc2c1CCC2	4	-269	18	-2	-7	-1	-95	4	-1	-23	29
Cc1ccc(N2CCN(CC(O)COc3ccc([N+](=O)[O-])cc3)CC2)cc1 (configuration not stated)	17	0	2	-13	-5	0	25	15	0	-9	-4
O=C(NNC(=O)c1ccccc1-n1cccc1)c1ccccc1	2	12	-2	-2	·	-2	12	-5	2	-5	-19
COc1ccc(S(=O)(=O)N2CCCCCC2)cc1C(=O)N(C)Cc1cccs1	0	-1	10	-10	-6	2	6	-2	2	11	-6
Cc1ccnc2ccc(-c3nc4ccccc4o3)cc12	-39	-143	-6	·	-5	2	-230	2	11	-6	-195
Cc1occc1C(=O)N/N=C/c1ccccn1	-49	-112	-17	·	0	4	-84	-1	-4	0	-105
O=C1OCc2ccc(NC(=O)c3c(F)cccc3Cl)cc21	-2	-27	-16	-5	·	-1	-33	14	0	0	-37
